Screening data: PubChem BioAssay, The Scripps Research Institute Molecular Screening Center
CHO-K1 Ca ag: counter-screen for M1 agonists: effect in parental CHO-K1 cells. Fluo-8 calcium fluorescence; scaled to maximal ATP response, vehicle zero. activation, % at 3 µM. 0.48% of 360,000 active; in the data active means activation above about 15%;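 further: untransfected CHO-K1 host cells lacking M1 receptor as counterscreen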
OXTR potentiate: human OXTR potentiators, primary screen, fluorescence, CHO-OTR cells, Fluo-8 calcium. Oxytocin receptor (Homo sapiens), P30559. Fluo-8 calcium fluorescence, potentiator mode; 0% = oxytocin EC15, 100% = EC100. activation, % at 3 µM. 0.061% of 320,000 active. AID 2445, 2010;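 active means activation above that plate's cutoff, the mean activation of tested compounds plus 3 SD, cut at about 6.6% in these data, passing the limit was not always enough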;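 further: 100% uses oxytocin at 75 nM as the full agonist control; some results filed as inactive read as strong as hits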
Target sequence (P30559 whole entry, looked up): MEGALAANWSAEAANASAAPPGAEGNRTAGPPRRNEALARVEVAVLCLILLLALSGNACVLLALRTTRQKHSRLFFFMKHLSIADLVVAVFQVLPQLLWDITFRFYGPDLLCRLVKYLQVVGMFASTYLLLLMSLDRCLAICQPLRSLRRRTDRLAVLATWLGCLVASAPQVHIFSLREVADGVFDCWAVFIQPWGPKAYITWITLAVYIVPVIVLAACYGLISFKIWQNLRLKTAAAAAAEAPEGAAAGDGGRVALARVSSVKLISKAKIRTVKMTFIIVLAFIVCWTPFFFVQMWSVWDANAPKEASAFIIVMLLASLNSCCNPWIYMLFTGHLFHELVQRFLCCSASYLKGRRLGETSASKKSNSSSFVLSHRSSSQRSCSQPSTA
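Assay system: CHO-OTR cells, human receptor / Also added: oxytocin at about EC15, sub-maximal agonist stimulus / Dosing: single dose, 3.0 µM nominal final compound concentration / Incubation: 6 min pre-incubation, 100 s read / Technique: Fluo-8 calcium dye fluorescence / Read-out: % activation vs EC15 and EC100 oxytocin / Benchmarks: EC15 oxytocin low, 75 nM oxytocin high / Replicates: singlicate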
CHO-K1 Ca PAM: nonselective calcium activators in parental CHO-K1 cells, primary screen, counter-screen for M1 PAM project, cell-based, Fluo-8 calcium fluorescence, full deck, 1536-well; ATP EC20; 0% at ATP EC20, 100% at ATP max; activation, % at 3 µM; 0.02% of 360,000 active; AID 602247, 2012;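 active means activation above the run cutoff, the mean activation of all test compounds plus 3 SD, cut at about 40% in these data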;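 further: peak over basal fluorescence ratio in a 140 s read after ATP addition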
TAAR1 antagonist: human TAAR1 antagonists, primary screen, Fluo-8 calcium fluorescence, CHO RD-HGA16 cells; antagonist; inhibition, % at 3 µM; 1.5% of 360,000 active; AID 624466, 2012;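 active means inhibition above a per-plate cutoff, the mean inhibition of test compounds on that plate plus 3 SD, cut at about 49% in these data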;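 further: 0% = DMSO plus EC80 beta-PEA response and 100% = DMSO alone without agonist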
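Assay system: RD-HGA16 CHO cells with stable hTAAR1 and Gα16 / Reagent: EC80 β-phenethylamine stimulus / Doses: 3 µM, single point / Timing: dye loading 75 min at 37 °C, then 30 min room temperature / Measured by: Fluo-8 intracellular calcium dye fluorescence, real-time kinetic reads / Controls: vehicle wells and EC80 agonist wells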
CHO-K1 Ca antag: counter-screen for M1 antagonists: effect in parental CHO-K1 cells. inhibition, % at 3 µM. AID 602250. ATP-induced calcium, Fluo-8 fluorescence. 0.6% of 360,000 active;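 active means inhibition above a per-plate cutoff, the plate's mean sample inhibition plus 3 SD, cut at about 24% in these data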;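 further: 0% = DMSO plus EC80 ATP and 100% = DMSO alone without ATP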
CHO parental Ca: ATP-evoked calcium signal inhibitors, parental CHO, primary screen, counter-screen for OX1R antagonist project, cell-based, fluorescence, Fluo-8 calcium dye. inhibition, % at 5.6 µM. 0.63% of 330,000 active. AID 463079, 2010. parental CHO-K1, ATP-induced calcium, Fluo-8 fluorescence;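 active means inhibition above that plate's mean sample inhibition plus 3 SD, cut at about 26% in these data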;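 further: 0% = ATP-challenged DMSO wells and 100% = DMSO wells without ATP; some compounds past the cut are filed as inactive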
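test system = CHO parental line | reagent = ATP stimulus | measured by = intracellular calcium via Fluo-8 no-wash fluorescent dye | control set = ATP and no-ATP DMSO wells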
M1 antag: human M1 muscarinic receptor antagonists, primary screen, CHO-K1 cells, Fluo-8 calcium fluorescence, 1536-well. Muscarinic acetylcholine receptor M1 (Homo sapiens), P11229. CHO-K1 hM1, ACh EC80 antagonist. inhibition, % at 3 µM. 1.3% of 360,000 active. AID 588852, 2011;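 active means percent inhibition above its own plate's cutoff, namely the mean of that plate's compound wells plus 3 SD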;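 further: peak over basal fluorescence ratio during 140 s after agonist addition; 0% = ACh EC80 plus DMSO and 100% = DMSO alone without agonist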
Target sequence (P11229 whole entry, looked up): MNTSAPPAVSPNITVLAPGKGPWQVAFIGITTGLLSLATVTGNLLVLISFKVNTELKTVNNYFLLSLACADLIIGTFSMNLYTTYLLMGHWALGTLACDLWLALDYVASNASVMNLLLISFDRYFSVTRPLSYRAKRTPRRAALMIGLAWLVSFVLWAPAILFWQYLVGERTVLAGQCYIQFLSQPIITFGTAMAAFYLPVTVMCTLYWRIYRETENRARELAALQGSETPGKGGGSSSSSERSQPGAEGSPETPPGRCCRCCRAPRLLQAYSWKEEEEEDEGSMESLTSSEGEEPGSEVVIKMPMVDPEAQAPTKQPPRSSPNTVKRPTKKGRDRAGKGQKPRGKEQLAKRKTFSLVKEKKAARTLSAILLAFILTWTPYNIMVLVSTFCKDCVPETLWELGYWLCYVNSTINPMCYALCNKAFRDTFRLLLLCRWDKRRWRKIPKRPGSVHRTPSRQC
M1 ag: human M1 muscarinic receptor agonists, primary screen, Fluo-8 calcium fluorescence, CHO-K1 cells, HTS; CHO-K1 hM1, agonist mode; 0% DMSO, 100% acetylcholine EC100; activation, % at 3 µM; 0.33% of 360,000 active; AID 588814, 2011;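 active means activation above the run's mean compound activation plus 3 SD, cut at about 16% in these data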;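 further: peak over basal fluorescence ratio within a 140 s kinetic read after compound addition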
TAAR1 agonist: human TAAR1 agonists, primary screen, Fluo-8 calcium fluorescence, CHO RD-HGA16 cells; 0.99% of 360,000 active; activation, % at 3 µM; Trace amine-associated receptor 1 (Homo sapiens), Q96RJ0; vehicle wells 0%, saturating PEA agonist 100%;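 active means activation above the mean activation of all test compounds in the run plus 3 SD, cut at about 38% in these data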
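Benchmarks: low control DMSO, high control PEA (EC100); System: CHO RD-HGA16 cells carrying human TAAR1 plus Gα16; Detection: Fluo-8 fluorescence, 5 s baseline then 140 s kinetic read; Schedule: 17-24 h plating, Fluo-8 75 min 37 °C, 30 min RT; Read-out basis: % activation from peak over basal fluorescence ratio, DMSO-to-PEA scaled.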
Starred values were filed as active, the others as inactive; nt = no result given.

SMILES	CHO-K1 Ca ag	OXTR potentiate	CHO-K1 Ca PAM	TAAR1 antagonist	CHO-K1 Ca antag	CHO parental Ca	M1 antag	M1 ag	TAAR1 agonist
O=C(COC(=O)c1cccc(S(=O)(=O)NCc2ccccc2)c1)c1ccc2c(c1)OCCO2	6.0	-5	17	63*	-5	-4	14	-3	30
CCn1ccc(C(=O)N2CCN(c3ncccn3)CC2)n1	0.9	-9	24	-21	-23	-2	-12	-2	2
COc1cc(S(=O)(=O)N2CCOCC2)ccc1NC(=O)COC(=O)/C=C/c1cc(OC)c(OC)c(OC)c1	0.3	-1	3	8	-1	-17	-11	-1	3
O=C(COc1ccccc1)Nc1ccc2[nH]ncc2c1	1.1	4	16	-3	8	-5	-18	1	9
CCCC(=O)Nc1ccc(C(=O)N/N=C/c2ccc[nH]2)cc1	-0.1	1	14	3	3	-7	-12	-4	5
CCCC(=O)NC(C)C(c1cccs1)N1CCN(c2ccccc2)CC1 (stereo not drawn)	0.8	0	13	-15	-3	-17	-7	-8	8
O=C1C=C(c2cc3ccccc3s2)C[C@@H](c2ccc3c(c2)OCO3)C1	-0.2	-4	-13	15	5	7	4	-2	22
CCOc1ccccc1N1C(=O)c2cccnc2C1=O	-0.1	2	-6	-5	1	-7	-11	-4	3
Cc1ccc(NC(=O)CN(C)C(=O)c2cccnc2Nc2cccc(C(F)(F)F)c2)cc1	2.0	2	17	-12	-8	-13	-6	-2	2
CC1CCc2ccccc2N1C(=O)c1cccs1 (stereo not drawn)	0.1	5	16	-8	-13	1	-10	-4	11
O=C(Nc1ccccc1Cl)c1ccccc1Cl	0.0	2	26	-3	-22	-10	1	-5	12
O=C(NCCC1=CCCCC1)c1ccc(Br)o1	0.3	-16	10	7	-8	-22	5	-5	3
CCOc1ccc2nc(NS(=O)(=O)c3cccs3)sc2c1	0.7	5	-1	-12	-4	-4	-10	-4	-2
NC(Cc1ccc(OC(F)F)cc1)C(=O)O (stereo not drawn)	0.5	-2	9	-5	-4	-7	-10	-3	2
O=C(NC1CCCc2ccccc21)c1ccccc1OC(F)F (stereo not drawn)	1.1	-4	24	-40	-5	-19	3	-11	-2

Rewritten field by field: part of the list above
> CCOc1ccccc1N1C(=O)c2cccnc2C1=O
- CHO-K1 Ca ag = -0.1
- OXTR potentiate = 2
- CHO-K1 Ca PAM = -6
- TAAR1 antagonist = -5
- CHO-K1 Ca antag = 1
- CHO parental Ca = -7
- M1 antag = -11
- M1 ag = -4
- TAAR1 agonist = 3

> Cc1ccc(NC(=O)CN(C)C(=O)c2cccnc2Nc2cccc(C(F)(F)F)c2)cc1
- CHO-K1 Ca ag = 2.0
- OXTR potentiate = 2
- CHO-K1 Ca PAM = 17
- TAAR1 antagonist = -12
- CHO-K1 Ca antag = -8
- CHO parental Ca = -13
- M1 antag = -6
- M1 ag = -2
- TAAR1 agonist = 2

New compounds follow
SMILES	CHO-K1 Ca ag	OXTR potentiate	CHO-K1 Ca PAM	TAAR1 antagonist	CHO-K1 Ca antag	CHO parental Ca	M1 antag	M1 ag	TAAR1 agonist
COc1ccc(C2C(C(C)=O)=C(Nc3ccccc3)CC(C)(O)C2C(C)=O)cc1OC (stereo not drawn)	0.4	-5	4	-21	-25	-20	-23	-4	6
N#Cc1ccccc1S(=O)(=O)N1CCN(c2cnccn2)CC1	-0.3	-10	-14	0	19	-18	-2	-11	6
COc1cccc(-c2cnc3c(NC=O)cc(-c4ccoc4)cn23)c1	-0.2	nt	-9	3	10	nt	-12	3	0
CCCOc1ccc(CCC(=O)N/N=C/c2ccncc2)cc1	2.3	-12	-14	-11	-10	3	-6	-2	0
COc1ccc(S(=O)(=O)c2c[nH]c(=S)[nH]c2=O)cc1Cl	0.6	nt	9	-4	-5	nt	-8	-3	-1
CC(C)(C)C1=Nn2c(nnc2-c2ccccc2F)SC1	0.3	-8	0	nt	-15	-6	16	-5	nt
CC1C(=O)Nc2ccc(S(=O)(=O)N3CCCCCC3)cc21 (stereo not drawn)	0.3	-2	4	11	-17	-15	-7	-4	2
Cc1csc(NC(=O)c2cccc(S(=O)(=O)N3CCCCC3)c2)n1	1.0	-20	3	11	9	-18	5	-1	13
CN(C)C(=O)COc1ccc(Br)cc1	2.1	-8	19	-5	-15	-3	-8	-4	-2
COc1ccc(CC(N)c2csc(NC(=O)Nc3ccccc3Oc3ccccc3)n2)cc1 (stereo not drawn)	0.7	nt	3	44	-7	nt	0	-1	34
COc1ccc(N=C2SCC(c3ccc([N+](=O)[O-])cc3)=NN2CCO)cc1	15*	-12	-7	4	15	-18	12	-2	20
COc1ccc(CN2CCN(C(C)C(=O)N3CCc4ccccc43)CC2)cc1OC (stereo not drawn)	-0.7	-5	-9	-6	9	-12	-6	-12	-1
CCOC(=O)C1C(=O)NC(N2CCc3ccccc32)=NC1c1ccccc1 (stereo not drawn)	1.2	-2	16	4	-6	-16	5	-2	5
CC(/C=N\NC(=O)Cn1c(C)nc2ccccc21)=C\c1ccccc1	3.1	-22	16	18	1	17	10	2	5
S=c1nc(-c2ccccc2)n(CCCn2ccnc2)c2c1CCCC2	0.2	2	5	-22	-6	-1	10	-12	1

The list goes on.
SMILES	CHO-K1 Ca ag	OXTR potentiate	CHO-K1 Ca PAM	TAAR1 antagonist	CHO-K1 Ca antag	CHO parental Ca	M1 antag	M1 ag	TAAR1 agonist
O=C(NCCn1cc(SCc2ccc(F)cc2)c2ccccc21)c1c(F)cccc1F	1.9	-11	5	74*	-1	42*	14	-4	1
Cc1c(C#N)c2ccccc2n1CC(=O)NCc1cccnc1	0.2	-10	24	-2	-8	1	-30	-5	4
CCOc1ncccc1C(=O)OCC(=O)NC1CCCCC1	0.6	2	-9	-17	-11	-8	2	-3	19
CCOC(=O)Cc1nn(C)c(=O)c2ccccc12	1.9	-6	-4	0	-2	4	5	-1	7
C(=NNc1nnn(Cc2ccccc2)n1)c1ccccc1	3.0	nt	11	22	-8	nt	-5	-3	54*
Cc1ccc(-c2nn(-c3ccccc3)cc2C(=O)NC2CCC(O)CC2)cc1 (stereo not drawn)	0.8	-1	3	2	-14	-10	0	0	18
CCN(CC(=O)NCc1ccc(F)cc1)C(=O)/C=C/c1ccc(OC)c(S(=O)(=O)NC(C)C)c1	-0.1	-2	-13	5	5	-9	6	-4	0
CC1(C)C(c2ccccc2)=[N+]([O-])CN1O	0.9	2	14	15	-6	-1	10	-2	0
CC(C)c1onc(C(=O)NCc2ccccn2)c1[N+](=O)[O-]	0.5	-17	20	12	-2	8	-1	-2	5
S=C(NCc1cccs1)NCC1CCCO1 (stereo not drawn)	-0.2	nt	-5	-3	-6	nt	10	-3	3
COc1ccc(-c2cccc(NS(=O)(=O)c3cc([N+](=O)[O-])ccc3Cl)c2)nn1	3.2	-16	3	1	-6	-17	8	1	5
CCc1cc(CNC(=O)c2cc(COc3ccc(C)nc3)on2)on1	2.4	5	-1	-10	-6	-5	7	-2	2
COc1ccc(C(CNC(=O)C(CCSC)NC(=O)c2ccccc2Cl)N2CCOCC2)cc1 (stereo not drawn)	-0.7	-7	-22	-38	12	-6	-7	1	3
COc1ccccc1CNC(=O)OCc1nccnc1C(=O)Nc1ccc(Br)cn1	0.8	0	6	-5	-16	-10	-16	-1	0
N#CCC(=O)N1CCCCCC1	0.9	6	23	-3	-7	-9	-6	-2	-1

Further records.
SMILES	CHO-K1 Ca ag	OXTR potentiate	CHO-K1 Ca PAM	TAAR1 antagonist	CHO-K1 Ca antag	CHO parental Ca	M1 antag	M1 ag	TAAR1 agonist
Cc1cc2nc3s/c(=C/c4ccc(-c5ccccc5C(=O)O)o4)c(=O)n3c2cc1C	0.5	-9	9	4	-10	7	-10	0	5
C[C@@H]1CN([C@@H](C)CO)C(=O)c2cc(NS(=O)(=O)c3ccc(F)cc3)ccc2O[C@@H](C)CCCCO[C@H]1CN(C)C(=O)NC1CCCCC1	-0.4	nt	18	-9	-20	nt	-11	0	2
CCCC(=O)Nc1ccc(C(=O)COC(=O)C2CC2)cc1	0.4	-2	-12	17	-16	2	-4	-3	2
CCS(=O)(=O)Nc1ccc2c(c1)OCO2	0.1	5	7	-7	1	-5	5	-1	0
O=C(c1ccccc1[N+](=O)[O-])N1CCc2ccccc2C1	0.0	0	0	-25	-1	-13	10	-3	1
O=C(N/N=C/c1cccnc1)c1ccc(NC(=O)c2cccc(Cl)c2)cc1	3.6	-6	-2	11	2	-8	8	-4	3
CC(C)NC(=O)c1cc(C2CCCCN2C(=O)OCCF)on1 (stereo not drawn)	0.1	nt	-4	15	4	nt	0	-7	1
O=C(/C=C/c1cccc([N+](=O)[O-])c1)Nc1ccc(NC(=O)c2cccs2)cc1	0.3	-6	13	4	-1	2	4	-5	-2
Cc1ccc(-c2nnc(SCC(=O)NC3CCCc4ccccc43)n2N)cc1 (stereo not drawn)	-0.1	-8	11	0	-9	-18	-5	-7	4
COC(=O)[C@H]1C[C@@H]1[C@H](NS(=O)(=O)c1ccccc1)c1ccccc1	-0.5	-11	14	13	-8	-14	6	-4	4
CCN1C(=NCCOC)N[C@@H](c2cccc(F)c2)C(C(=O)OC)=C1C	-0.4	-5	0	nt	-9	-4	-3	-12	nt
Cc1nnc(SCCn2c(Br)nc3c2c(=O)[nH]c(=O)n3C)s1	0.5	-8	12	-4	-11	-4	-9	-4	4
COc1ccc(C(=O)Cn2cc[n+](C)c2)cc1	0.1	-5	-11	19	19	-7	-8	-10	1
Cc1cccc(N2CCN(S(=O)(=O)c3cccc4nonc34)CC2C)c1 (stereo not drawn)	0.6	-9	19	1	-12	9	5	-4	11
COc1ccccc1NC(=O)CSc1nnc(-c2ccncc2)o1	0.0	-5	12	0	-5	-5	-4	0	7
COc1ccccc1NC(=O)c1ccc2[nH]c(C)c(C)c2c1	0.7	-1	0	5	-15	-4	-17	-4	-2
